DDE Tn7 FP inh: DD(E)-Tn7 binding inhibition, primary FP screen; P02675; FP displacement of FITC-Tn7 peptide from fibrin DD(E); 0% = median of compound wells per plate; inhibition, % at 8.3 µM; 370,000 tested, 0.13% active; AID 720508;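 active = inhibition above the mean of compounds falling within the control limits plus 3 SD of them, cut at about 14% in these data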;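 also: 0% = plate median of compound wells and 100% = 10 µM Aha-Tn7 peptide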
Target sequence (P02675 whole entry, looked up): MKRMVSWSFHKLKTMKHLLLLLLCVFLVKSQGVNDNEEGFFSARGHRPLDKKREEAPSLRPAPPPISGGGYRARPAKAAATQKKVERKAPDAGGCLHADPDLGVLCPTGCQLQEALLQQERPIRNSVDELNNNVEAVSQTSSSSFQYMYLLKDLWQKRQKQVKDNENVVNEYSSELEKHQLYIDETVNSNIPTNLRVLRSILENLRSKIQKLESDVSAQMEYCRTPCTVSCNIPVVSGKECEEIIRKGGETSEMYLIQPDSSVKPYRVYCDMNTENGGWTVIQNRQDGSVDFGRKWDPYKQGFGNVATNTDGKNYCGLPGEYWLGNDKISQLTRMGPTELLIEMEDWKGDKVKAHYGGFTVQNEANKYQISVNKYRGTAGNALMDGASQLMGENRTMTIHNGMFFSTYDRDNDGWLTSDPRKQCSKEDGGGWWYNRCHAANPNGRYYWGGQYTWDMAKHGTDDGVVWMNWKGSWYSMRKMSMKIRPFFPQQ
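Test system: human clot-derived fibrin DD(E) complex / Quantity: 2 µM final DD(E) protein / Incubation: 10 min plus 3 h, room temperature / Measured by: fluorescence polarization / Benchmarks: high control of 10 µM Aha-Tn7 peptide / Replicates: singlicate testing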
PG9 binder: binds the HIV-1 gp120 antibody PG9. TR-FRET gp120-PG9 antibody binding. inhibition, % at 6.7 µM. 360,000 tested, 0.43% active; in the data active = inhibition above about 8.5%
TCR-CD3 inh: human TCR-CD3 binding inhibition. TAMRA-labeled TCR probe fluorescence, biochemical. inhibition, % at 9.4 µM. 360,000 tested, 0.37% active. AID 651800; in the data active = inhibition above about 19%;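 also: recombinant mutant TCR 2C K166C tagged with TAMRA read by polarization; 0% = receptor in buffer alone and 100% = receptor with positive control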
HTRA1 inhibitor: inhibitors of human serine peptidase HTRA1; AID 504803; inhibition, % at 5.96 µM; Q92743; recombinant HTRA1, FP-rhodamine activity-based probe, fluorescence polarization; 340,000 tested, 0.5% active; in the data active = inhibition above about 36%;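 also: 0% = enzyme with DMSO and 100% = wells lacking enzyme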
SIAE primary: inhibitors of human sialic acid acetylesterase SIAE | Q9HAT2 | SIAE FP-Rh probe binding, fluorescence polarization | inhibition, % at 9.66 µM | 370,000 tested, 0.69% active | AID 1053197;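 active = inhibition above a cutoff: mean of compounds within the control limits plus 3 SD of those, cut at about 17% in these data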;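 also: 0% = plate median of compound wells and 100% = probe without SIAE protein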
ABHD4 inh: inhibits mouse alpha/beta hydrolase domain 4. 370,000 tested, 0.54% active. inhibition, % at 8.92 µM. Q8VD66. purified mABHD4, FP-Rh probe fluorescence polarization;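 active = inhibition exceeding the mean over every tested compound plus 3 SD, cut at about 30% in these data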;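 also: 0% = plate median of compound wells and 100% = S159A mutant with DMSO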
Target sequence (Q8VD66 whole entry, looked up, the tested form may be a part): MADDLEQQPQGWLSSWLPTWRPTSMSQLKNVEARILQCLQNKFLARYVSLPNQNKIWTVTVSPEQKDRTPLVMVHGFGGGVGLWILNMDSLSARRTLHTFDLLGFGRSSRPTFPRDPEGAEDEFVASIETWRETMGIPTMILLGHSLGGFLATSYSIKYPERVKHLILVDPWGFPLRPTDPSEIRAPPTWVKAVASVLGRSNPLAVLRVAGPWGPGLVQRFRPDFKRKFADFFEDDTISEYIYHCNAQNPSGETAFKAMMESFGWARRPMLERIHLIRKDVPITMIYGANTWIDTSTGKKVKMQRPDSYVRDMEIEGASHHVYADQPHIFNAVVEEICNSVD
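Test system: mABHD4 protein | Buffer or medium: HEPES pH 7.0 buffer, 150 mM NaCl, 0.01% Pluronic F-127 | Probe or stimulus: FP-Rh fluorescent activity-based probe, added after compound pre-incubation | Timing: Pre-incubation 45 min, probe exposure 60 min, at 25 °C | Technique: Fluorescence polarization, excitation 525 nm, emission 598 nm, BODIPY TMR filters | Repeats: Single well per compound (singlicate)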
UHRF1 MBD2 ctr: human UHRF1 methylated DNA binding inhibitors. 370,000 tested, 0.75% active. AID 687016. inhibition, % at 4.4 µM. Q96T88. UHRF1 binding to methylated oligo, TR-FRET; in the data active = inhibition above about 21%;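 also: UHRF1 SRA domain binding a hemimethylated CpG hairpin DNA probe; 0% = median of test compound wells and 100% = reference inhibitor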
LEDGF integ inh: blocks HIV-1 LEDGF/p75-dependent DNA integration. TR-FRET IN-LEDGF/p75 DNA integration, Eu/Cy5. inhibition, % at 3.7 µM. 370,000 tested, 0.64% active. AID 743269;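 active = inhibition above the screen-wide mean plus 3 SD, cut at about 13% in these data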;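 also: signal is the Cy5 over europium emission ratio at 671 and 618 nm; 0% = plate median of compound wells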
PRMT1 inh: blocks human protein arginine methyltransferase 1; Q99873; recombinant PRMT1, activity-based probe fluorescence polarization; inhibition, % at 2.79 µM; 370,000 tested, 1.3% active; AID 652257;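 active = inhibition above about 21% made by adding two undisclosed values, limit read from the data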
TDP2 inh: blocks human TDP2 phosphodiesterase activity. 370,000 tested, 0.34% active. inhibition, % at 12.8 µM. recombinant TDP2, T5PNP hydrolysis, p-nitrophenol absorbance 415 nm. O95551;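 active = inhibition above the mean of all tested compounds plus 3 SD, set per campaign, cut at about 25% in these data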;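 also: 0% = DMSO with enzyme and 100% = buffer with substrate but no TDP2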
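Evaluation: % inhibition relative to enzyme-containing and enzyme-free wells. Material: recombinant human TDP2. Benchmarks: enzyme-free and DMSO wells. Timing: enzyme reaction with compound for 2 h at 37 °C. Compound dosing: 12.8 µM only. Measured by: p-Nitrophenol epi absorbance. Reagent: T5PNP substrate at 5 mM, a TopII-DNA adduct mimic. Replication: single well per compound.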
Numbers without * were called inactive; · = no result given; & = joins results of further samples.

SMILES	DDE Tn7 FP inh	PG9 binder	TCR-CD3 inh	HTRA1 inhibitor	SIAE primary	ABHD4 inh	UHRF1 MBD2 ctr	LEDGF integ inh	PRMT1 inh	TDP2 inh
CCOc1nc(NC(=O)NS(=O)(=O)c2ccccc2F)nc(-c2ccccc2)n1	2	0.6	6	2	-5	1	0	-1	-1	18
O=C(OCC1OC(n2cc(Br)c(=O)[nH]c2=O)C(Br)C1O)c1ccccc1 (centres undefined)	2	0.2	3	5	8	-1	-3	1	1	9
CC(Sc1n[nH]c(-c2cccs2)n1)C(=O)Nc1ccccc1F (centres undefined)	-4	-1.0	4	0	-4	-2	2	2	1	-14
Cc1cccc(NC(=O)c2ccc3c(c2)OCCO3)c1C	6	-0.7	-6	0	1	-8	3	3	-4	-5
Cc1c(C(=O)NN2CCCCC2)nn(-c2ccc(Cl)cc2Cl)c1-c1ccc(Cl)cc1	5	·	·	·	-3	-10	3	-1	1	1
CCN1CCN(Cc2ccc(NC(=O)c3cc(NC(=O)c4cc5cccc(OC)c5o4)cc(OC)c3)cc2C(F)(F)F)CC1	10&-4	-1.4&-2.2	13&6	-132&-149	-86&-46	-57&-49	2&0	-1&-2	-2&3	0&3
COc1cc(OC)cc(C(=O)Nc2ncc3c(n2)CC(C)(C)CC3=O)c1	-3	1.0	-1	-2	6	2	-2	-1	-3	12
CCCCN1C(=O)N(c2nnc(C(C)(C)C)s2)C(O)C1c1ccc(C)cc1 (centres undefined)	-9	-1.5	1	-9	-1	-4	4	5	0	-12
C=CCNCc1cccn1-c1sc2c(c1C#N)CCCC2	-6	-0.6	1	-2	1	8	1	2	0	-3
COc1ccc(-n2c(Cc3cccn3C)nnc2SCC(=O)Nc2ccccc2)cc1	1	-0.1	1	-7	10	-4	-3	1	3	2
COc1ccccc1NC(=O)C(=O)Nc1ccccn1	1	-0.2	-5	5	5	0	3	6	-4	16
COc1cccc2c1cc1c(=O)n(CC(=O)N3CCC(C)CC3)nc(C)n12	-3	0.1	-5	7	-6	-3	-1	3	-2	2
O=C1CNC(=S)N1Cc1ccc(Cl)cc1	-4	-0.8	-10	1	0	-6	1	-5	1	12
O=C(O)c1ccccc1-c1ccccc1C(=O)Nc1ccc2c(c1)C(O)c1ccccc1-2 (centres undefined)	-5	1.9	2	6	6	-5	0	1	0	3
O=C(Nc1nc(-c2cccs2)c(C(=O)C(F)(F)F)s1)c1ccccc1	6	1.5	-3	-28	-18	-7	-1	-2	-1	5
COc1cccc(OC)c1NC(=O)OC1CCC12CCC(c1ccccc1)CC2 (centres undefined)	-4	·	·	·	6	-6	0	-3	-3	0
Cc1cc(-n2cnc3c(=O)[nH]cnc32)ccc1N	10	-1.0	-5	5	-1	1	2	-1	3	4
O=C(C1CCC1)N1CCN(Cc2ccccc2)CC1	-3	0.7	0	-1	-3	7	0	0	1	1
Cc1ccc(-c2csc(NC(=S)NC(=O)c3cccs3)n2)cc1	4	-1.1	1	1	-5	-5	1	-1	-3	-3
O=C(NNS(=O)(=O)c1ccc(C(F)(F)F)cc1)c1cnn(-c2ccccc2)c1C(F)(F)F	-1	-0.5	4	3	0	1	-2	0	1	-16
Cc1csc(NC(=O)CSc2nnc(-c3ccc(Cl)cc3)n2N)n1	2	1.0	-1	2	1	-10	3	-5	1	0
Cc1ccnc(NC(=O)CCS(=O)(=O)c2ccccc2)c1	-1	0.1	0	-1	0	5	1	0	-3	11
CN(C(=O)COC(=O)C1COc2ccccc2O1)c1c(N)n(Cc2ccccc2)c(=O)[nH]c1=O (centres undefined)	-2	-0.1	11	0	-5	0	0	2	-3	-20
CCn1c(SCC(=O)N/N=C/c2cc(OC)c(OC)c(OC)c2)nc2ccccc21	1	-3.2	0	-5	-1	-6	-4	0	-1	-8
Cc1ccc(S(=O)(=O)CC(=O)N2CCOCC2)cc1	2	0.1	1	1	-3	3	1	0	0	1

Reprinted from the part before: 2 entries, followed by the next part.
SMILES	DDE Tn7 FP inh	PG9 binder	TCR-CD3 inh	HTRA1 inhibitor	SIAE primary	ABHD4 inh	UHRF1 MBD2 ctr	LEDGF integ inh	PRMT1 inh	TDP2 inh
CCn1c(SCC(=O)N/N=C/c2cc(OC)c(OC)c(OC)c2)nc2ccccc21	1	-3.2	0	-5	-1	-6	-4	0	-1	-8
Cc1ccc(S(=O)(=O)CC(=O)N2CCOCC2)cc1	2	0.1	1	1	-3	3	1	0	0	1
C=CCn1c(SCC(=O)Nc2ccc(OC)cc2)nnc1-c1cnccn1	1	0.3	-2	0	12	-4	2	-2	0	-5
O=C(OCC#CCSc1nc2ccccc2o1)c1ccco1	-8	-1.2	0	-8	-4	-4	-1	1	5	12
O=C(CN1CCc2ccccc21)NCc1ccc2c(c1)OCO2	-3	-2.8	11	-2	-2	-4	0	1	4	-3
CCCCn1c(CCCNC(=O)CC)nc2ccccc21	1	1.4	-1	-8	-4	-2	0	-4	0	8
COc1cccc(NC(=O)Cn2c(SCC(=O)N3CCOCC3)nc3ccccc32)c1	-6	0.8	-3	0	5	2	3	4	12	-11
CC(=O)Nc1ccc(Nc2cc(C)c3ccccc3n2)cc1	-5	-1.6	8	12	10	1	-1	-1	0	0
O=C(NCc1cccnc1)C1c2ccccc2C(=O)N1C1CCCCCCC1 (centres undefined)	3	-0.5	4	0	10	-1	0	0	-1	-6
COc1ccc(Cl)cc1-c1nc(SCC(=O)NC(C)(C)C)n[nH]1	-4	0.7	-4	-10	13	-4	-2	6	-5	-6
CCCCCC(=O)N(O)C1CC(=O)N(c2ccccc2)C1=O (centres undefined)	8	0.7	6	-7	3	0	4	-1	84*	-5
C/C(CC(=O)Nc1cc(C)ccn1)=N\NC(=O)C(=O)Nc1cccc(C)c1	-1	-0.7	6	-12	9	0	-9	1	2	16
CC(=O)N1CCN(C(=O)c2ccc(OC3CCN(Cc4ccccn4)CC3)cc2)CC1	4	-1.6	3	2	7	8	0	1	-2	-11
CC(OC(=O)Cc1c(F)cccc1Cl)C(=O)NC1(C#N)CCCCC1 (centres undefined)	-1	2.8	-8	-3	6	-5	-1	0	-1	7
C#CCNc1c2c(nc3nnnn13)CCCC2	5	-0.3	8	2	0	-2	0	-3	0	-4
COC(=O)c1ccc(N2CCN(S(=O)(=O)c3c(C)cc(C)cc3C)CC2)c([N+](=O)[O-])c1	6	-0.1	-8	2	5	3	0	-1	-2	1
C=CCc1cc(C)ccc1OCCCn1ccnc1	3	0.6	-14	4	4	-1	5	0	10	-7
COc1ccc(S(=O)(=O)N2CCN(C(=O)NCc3ccc(C)cc3)CC2)cc1	-2	2.5	-1	-1	6	-5	1	0	-2	-6
CCCc1cc(-n2cnc3ccccc32)n2c(nc3ccccc32)c1C#N	2	0.9	-2	2	5	2	0	-3	-2	1
Cc1sc2ncn(CC(=O)N3CCN(c4ccccc4)CC3)c(=O)c2c1S(=O)(=O)N1CCOCC1	-11	-1.2	1	1	-5	-4	7	1	-1	-1
CCCCCCCN1CCN=C1N(C)C	3	-1.5	-1	6	8	3	1	0	-2	-9
O=C(COc1ccccc1[N+](=O)[O-])N/N=C/c1ccncc1	0	0.1	4	6	-4	0	5	4	2	7
Cc1ccc(F)cc1NC(=O)CCNC(=O)c1ccc([N+](=O)[O-])cc1	2	-0.7	-2	0	-1	-1	-1	-2	-1	13
CCN(CC(=O)Nc1ccccc1C(F)(F)F)C(=O)CCS(=O)(=O)c1ccc(C)cc1	6	3.6	1	-1	0	-5	-1	-1	-1	-7
COc1ccc(CNC(=O)C[C@H]2C[C@H](C(=O)N3CCCCC3)[C@@]3(CCc4ccccc4)c4[nH]c5ccc(Cl)cc5c4CCN3C2=O)cc1OC	1	1.0	1	4	2	0	16	-1	-2	1
CCCn1nc(C(=O)NC2CCCc3ccccc32)c2ccccc2c1=O (centres undefined)	3	-1.2	2	-20	-7	-6	-4	-2	1	1
BrC(=C\c1ccccc1)/C=N/N1CCN(c2ccccn2)CC1	6	-2.8	-5	-4	1	-1	1	1	4	-6

Taken from above.
`COc1cccc(NC(=O)Cn2c(SCC(=O)N3CCOCC3)nc3ccccc32)c1` in LEDGF integ inh reads 4
`Cc1sc2ncn(CC(=O)N3CCN(c4ccccc4)CC3)c(=O)c2c1S(=O)(=O)N1CCOCC1` in ABHD4 inh reads -4
`CCCCn1c(CCCNC(=O)CC)nc2ccccc21` in HTRA1 inhibitor reads -8
`CCCc1cc(-n2cnc3ccccc32)n2c(nc3ccccc32)c1C#N` in TDP2 inh reads 1

More records follow.
SMILES	DDE Tn7 FP inh	PG9 binder	TCR-CD3 inh	HTRA1 inhibitor	SIAE primary	ABHD4 inh	UHRF1 MBD2 ctr	LEDGF integ inh	PRMT1 inh	TDP2 inh
O=C(NCc1ccc(Cl)cc1)C1CCN(S(=O)(=O)c2cccnc2)CC1	-1	-2.0	-2	8	0	-12	3	0	-2	-17
Cc1ccc(S(=O)(=O)N2CCCCC2)cc1NC(=O)COC(=O)c1ccc2c(c1)OCO2	-2	1.6	-1	4	-1	-3	5	-1	3	-5
CCC(C)C(NC(=O)[C@@H](NC(=O)c1ccccc1F)C(C)C)C(=O)OC (some centres undefined)	7	1.9	-4	2	-4	-3	13	2	1	6
Nn1c(SCC(=O)Nc2ccccc2F)nnc1-c1cccs1	3	8.3	-2	0	-4	4	-1	-1	1	1
O=C(CCS(=O)(=O)c1cccs1)Nc1ccc(C(=O)NC2CCCC2)cc1	3	0.8	6	-3	-6	3	-1	-1	1	-1
CC(C)c1ccccc1-n1c(SCC(=O)N2CCN(c3ccccc3)CC2)nnc1-c1cccnc1	2	1.7	-11	-3	4	-7	5	2	0	-2
CC1=NN(C(=O)Cn2ccc([N+](=O)[O-])n2)C(O)(C(F)(F)F)C1 (centres undefined)	9	-0.4	4	7	12	5	-1	0	-2	-9
CN(C)CCCOc1cccc(Cl)c1	2	0.8	6	4	4	6	3	5	3	-6
CCc1ccc2c(c1)c1nc(C)sc1n2CC	0	0.1	2	0	-5	9	-5	0	9	5
O=C(NCC(=O)N1CCC2(CC1)NCCc1[nH]cnc12)c1cccc(Cl)c1	3	1.2	-2	2	3	0	0	0	-5	1
CCc1ccc(N=CC23c4ccccc4C(c4ccccc42)C2C(=O)N(c4ccc(OC)cc4)C(=O)C23)cc1 (centres undefined)	-2	0.6	-11	-11	-1	-33	3	5	1	-7
O=C(NCc1cccnc1)c1cc(S(=O)(=O)N2CCCCC2)ccc1Cl	2	-0.9	3	8	-3	-2	-1	0	-2	15
Cc1ccc(CC(=O)Nc2ccc(S(=O)(=O)Nc3nccc(C)n3)cc2)cc1	-3	-1.0	1	-2	-2	-1	2	6	-4	-1
O=C1c2cc(O)c(O)cc2OC(c2ccc(O)c(O)c2)C1O (centres undefined)	-9	-3.2	4	30	9	10	1	49*	2	-3

Bioassay records deposited in PubChem by The Scripps Research Institute Molecular Screening Center.
